IMPase cell inh = membrane-permeable compound that blocks inositol monophosphatase | P97697 | CHO-M1 cells, IP1 accumulation, HTRF TR-FRET ratio | inhibition (IP1 accumulation), % at 46.1 µM | 120,000 tested, under 10 active | AID 901; active means well fitted curve in the direction sought with a large enough effect in the signal ratio, not every such curve was filed as active; inconclusive means small, poorly fitted or top-dose-only effect, or a change in a side signal; inactive means no such curve, though single readings can be large or run the other way; the % refers to the signal ratio;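 further: cells stimulated with carbachol in lithium chloride buffer; plate controls were DMSO basal wells for no effect and reference inhibitor wells for full effect; higher means more IMPase inhibition seen as more IP1 and lower FRET ratio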
Target sequence (P97697 whole entry, looked up): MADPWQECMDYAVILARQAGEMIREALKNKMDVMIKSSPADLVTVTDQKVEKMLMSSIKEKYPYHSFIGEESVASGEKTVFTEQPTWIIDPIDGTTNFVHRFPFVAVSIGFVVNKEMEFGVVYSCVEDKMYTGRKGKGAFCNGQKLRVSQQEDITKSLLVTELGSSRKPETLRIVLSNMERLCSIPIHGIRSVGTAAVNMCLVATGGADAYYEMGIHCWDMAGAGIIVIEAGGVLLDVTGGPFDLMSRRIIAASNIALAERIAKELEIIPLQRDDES
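Measured: the HTRF emission ratio (665/620 nm) plus the 620 nm donor channel, each fitted to the Hill equation to give AC50. Cells were CHO-M1 given compounds up to 46 uM and a 30 min carbachol stimulation at 37C.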
PNC inhibitor = blocks assembly of the perinucleolar compartment. PC3M PTB-GFP, PNC prevalence imaging, 16 h; stronger effect = lower value. activity change (PNC), negative = inhibition, % at 10 µM. 3.1% of 140,000 active. AID 2417;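 active means readout at or below -70, meaning at least 70% loss of cells showing the perinucleolar compartment, a nuclear body marking cancer cells; inconclusive means readout between -30 and a set limit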;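 further: plate controls were DMSO wells for no effect and camptothecin positive control wells for full effect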
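PC3M cells stably expressing PTB-GFP, 750–1000 cells/well, treated 16 h at 37 °C with compound (23 nl of library stock), in duplicate. After paraformaldehyde fixation and Hoechst stain, imaged at 20x; PNC prevalence scored by image analysis.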
ALOX15B inhib = inhibitors of human 15-lipoxygenase 2 (ALOX15B); O15296; purified 15hLO-2, xylenol orange hydroperoxide absorbance; Potency, µM (top dose mostly 57.1 µM), inactives show top-dose activity change, negative = inhibition, hits mostly inhibitors; 0.56% of 110,000 active; AID 881; further: potency means the concentration at half of the fitted maximal effect; nearly all actives have a fitted effect of over 60% in size; many of its hits are not listed in these tables
Target sequence (O15296 whole entry, looked up): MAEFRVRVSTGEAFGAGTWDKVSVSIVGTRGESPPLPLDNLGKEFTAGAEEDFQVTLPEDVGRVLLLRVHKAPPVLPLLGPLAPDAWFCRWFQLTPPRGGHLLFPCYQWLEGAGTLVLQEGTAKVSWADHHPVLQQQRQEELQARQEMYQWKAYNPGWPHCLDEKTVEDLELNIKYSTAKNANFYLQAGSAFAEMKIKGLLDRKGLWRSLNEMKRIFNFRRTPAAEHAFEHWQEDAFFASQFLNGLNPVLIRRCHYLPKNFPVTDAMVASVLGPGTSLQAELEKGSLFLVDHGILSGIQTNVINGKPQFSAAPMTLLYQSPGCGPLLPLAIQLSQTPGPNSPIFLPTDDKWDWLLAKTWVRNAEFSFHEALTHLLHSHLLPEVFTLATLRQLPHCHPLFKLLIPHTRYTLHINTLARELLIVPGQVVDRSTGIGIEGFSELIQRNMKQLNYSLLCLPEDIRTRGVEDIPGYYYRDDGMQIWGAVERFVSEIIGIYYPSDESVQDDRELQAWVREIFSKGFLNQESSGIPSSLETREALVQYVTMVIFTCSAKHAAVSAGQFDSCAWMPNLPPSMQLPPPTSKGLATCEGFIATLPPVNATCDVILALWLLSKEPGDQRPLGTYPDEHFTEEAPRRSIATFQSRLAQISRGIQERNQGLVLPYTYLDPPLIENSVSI
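Screening format was qHTS against 50 nM purified 15hLO-2 in Hepes pH 7.5 with detergent. Activity follows hydroperoxide formation from 45 uM arachidonic acid, measured as 573:405 nm absorbance ratio of the ferric-xylenol orange complex.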
12-hLO inh = blocks human 12-lipoxygenase activity; 0.12% of 150,000 active; purified 12-hLO, xylenol orange hydroperoxide absorbance; Potency, µM (titrated, usually from 57.1 µM), inactives show top-dose activity change, negative = inhibition, most hits filed as inhibitors; further: potency means the concentration at half of the fitted maximal effect; nearly all actives have a fitted effect of over 55% in size; many of its hits are not listed in these tables
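150 nM 12hLO, 25 mM Hepes pH 7.0 + 0.01% Triton X-100; cpd preinc 15 min RT; 40 uM arachidonic acid, 30 min RT; Fe-XO 30 min; A573/A405 ratio as read-out.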
Numbers without * were called inactive; u = inconclusive; x = no result given; [ ] = remark or other dose. Unless noted, the call rests on the fitted dose curve; in most records, active means well fitted curve in the direction sought with a large enough effect; inconclusive means small, poorly fitted or top-dose-only effect, or another doubt; inactive means no such curve, though single readings can be large; an effect the other way counts as inactive or inconclusive. Unless noted, on the % scale 0 is the no-effect control and ±100 the full control effect. An excerpt; the hit share may differ from the screen's.

SMILES | IMPase cell inh | PNC inhibitor | ALOX15B inhib | 12-hLO inh
CCOC(=O)c1sc(N)c(C(=O)OCC)c1COC(=O)C1CC(=O)N(Cc2ccco2)C1 (stereo not given) | -1 | 41 | -15% | -10%
Cc1cc(C)c2nc(N3CCCC(C(=O)NCCN4CCOCC4)C3)sc2c1 (stereo not given) | -8 | 20 | 20% | -1%
CCCCCCN1C2=NCCN2c2ccccc21 | -7 | -107* | 13% | 4%
COc1ccc(C(=O)NC2CCSC2=O)cc1 (stereo not given) | 15 | 44 | x | 0%
CCOC(=O)/C(C#N)=C1/SC(C)C(=O)N1c1ccc(Br)cc1 (stereo not given) | -12 | 22 | -6% | -22%
O=C(COc1ccc(Cl)cc1)Nc1ncccn1 | -1 | 22 | -2% | -3%
Cc1nc2ccccc2c(=O)n1NS(C)(=O)=O | 0 | -112* | -1% | 3%
CC(C)c1ccc(NC(=O)CCN2C(=O)c3ccc([N+](=O)[O-])cc3C2=O)cc1 | -3 | u | -3% | -6%
c1nc(COc2nsnc2N2CCOCC2)cs1 | 1 | 25 | -20% | 4%
CCOC(=O)Cc1c(C)nc(-c2ccccc2)[nH]c1=O | -1 | 20 | -6% | 3%
Cc1cc(C(F)(F)F)nn1CCCNC(=O)c1cnccn1 | -14 | -2 | -2% | -1%
O=C(CN1C(=O)NC2(CCCCC2)C1=O)NCCC1=CCCCC1 | -6 | 22 | 0% | -2%
CC(=O)Nc1ccc(OCC(=O)c2ccc(C)cc2C)cc1 | -12 | -25 | -7% | 7%
CCCCc1c(C(=O)O)cc(OC)cc1C(=O)O | 1 | 15 | 4% | 4%
O=C(NC1CC2CCCC(C1)N2Cc1cccs1)N1CCOCC1 (stereo not given) | -3 | 32 | 1% | -2%
C/C(=N\NC(=O)c1ccccn1)C12CC3CC(CC(C3)C1)C2 | 1 | 44 | 29% | 0%
O=C(Nc1cccc2cccnc12)c1cccc(N2C(=O)CCC2=O)c1 | -2 | -100* | -4% | -6%
CC(C)NS(=O)(=O)c1ccc(OCC(=O)Nc2ccccc2F)cc1 | 6 | -29 | -5% | 2%
CC1CCN(c2ncccc2C(=O)O)CC1 | -23 | -5 | -4% | -6%
C=CCNC(=S)NNC(=O)C(CCC(C)C)CC(C)O (stereo not given) | 4 | -9 | 3% | 2%
Cc1c(CC(C)(C)C(=O)O)n(Cc2ccc(Cl)cc2)c2ccc(F)cc12 | -11 | x | u | -22%
CCOC(=O)Cn1c(=S)[nH]c2c(oc3ccc(Cl)cc32)c1=O | u | u | -26% | 2%
Cn1ccs/c1=N\S(=O)(=O)c1ccc(Br)cc1 | -2 | 57 | -2% | -2%
NC(=O)Cn1c2[n+](c3ccccc31)CC(O)CS2 (stereo not given) | -1 | -10 | 3% | 7%
CCCCCCN1C=CC(=C/C=C(\C#N)C(=O)OCC)C=C1 | 19 | 6 | -17% | -1%
SMILES | IMPase cell inh | PNC inhibitor | ALOX15B inhib | 12-hLO inh
Cc1ccc(N2CC(C(=O)OCC(=O)C(C)(C)C)CC2=O)cc1C (stereo not given) | -3 | 5 | -4% | -2%
Cc1ccccc1Nc1nc(N)nc(COC(=O)c2ccc(O)cc2)n1 | x | 51 | x | 5%
COc1ccc2nc(NC(=O)c3ccc(-c4cccc([N+](=O)[O-])c4)o3)sc2c1 | -8 | 14 | x | -7%
CC(C)(C)S(=O)(=O)c1ccc(S(=O)(=O)C(C)(C)C)s1 | -4 | 110 | x | 6%
COC(=O)[C@H](C)NC(=O)Nc1ccccc1C(F)(F)F | -3 | 17 | 5% | -2%
CCc1cccc(NC(=O)NC(=O)Cn2nnc(C(=O)OC)c2C(=O)OC)c1 | 0 | 24 | x | 5%
CCCC(C)NC(=O)/C=C/c1cccc([N+](=O)[O-])c1 (stereo not given) | 8 | 16 | 0% | 1%
O=C(CCn1c2c(c3ccccc31)CCCC2)NNC(=O)c1ccccc1Cl | 10 | 12 | x | -3%
O=C(CN1CCOCC1)Nc1ccccc1NC(=O)C1CCN(c2ncccn2)CC1 | 2 | -10 | -1% | -5%
Cc1noc(C)c1S(=O)(=O)N(CC(=O)NCc1ccc2c(c1)OCO2)c1ccc(C(C)C)cc1 | 3 | -10 | 1% | 1%
COc1ccc(N(CC(=O)Nc2ccc(F)c(Cl)c2)S(=O)(=O)c2c(C)noc2C)cc1 | -1 | 37 | 5% | -13%
O=C(NNc1ccccc1Cl)C(O)(c1cccc(C(F)(F)F)c1)c1cccc(C(F)(F)F)c1 | x | 2 | x | -19%
CCOC(=O)c1c(C)c(C(=O)NCCCOC)c(C)n1C | 5 | 49 | -3% | 0%
COc1ccccc1NC(=O)N1CCCC1C(=O)Nc1ccc(NC(C)=O)cc1 (stereo not given) | 0 | -30 | 3% | -4%
COc1ccc(NC(=O)C2CC(=O)N(Cc3ccc(C)cc3)C2)cc1S(=O)(=O)N1CCCCC1 (stereo not given) | x | u | x | -4%
CCN=C(NCC)SC1CC(=O)N(c2cccc(OCC)c2)C1=O (stereo not given) | 0 | 51 | 3% | -1%
CCCCSc1n[nH]c(N)n1 | x | 62 | x | -3%
c1ccc(CNc2nc3ccccc3n2CCN2CCOCC2)nc1 | 5 | -27 | 33%[activator] | -7%
COC(=O)[C@@H]1C[C@@]2(O)[C@H](O)[C@H](O)[C@H](O)C[C@H]2N1Cc1cc(OC)cc(OC)c1 | x | x | 6% | 1%
Cc1ccccc1NC(=O)C1CC(=O)N(c2ccc3c4c(cccc24)CC3)C1 (stereo not given) | 2 | -1 | -6% | 0%
O=C(NCCSCc1ccco1)Nc1cccc(Cl)c1 | 6 | -84* | -11% | 2%
N/C(Cn1nnc(-c2ccccc2)n1)=N\O | -4 | 48 | 4% | 3%
NC(=O)c1nn(-c2ccccc2)nc1N | u | 19 | 10% | 5%
Cc1cccc(OCCCC(=O)NC(C)c2ccccc2)c1 (stereo not given) | 8 | -5 | 4% | -7%
CCOC(=O)N1CCC(c2nc3ccccc3[nH]2)CC1 | -2 | 7 | 0% | 1%
SMILES | IMPase cell inh | PNC inhibitor | ALOX15B inhib | 12-hLO inh
N#C/C(=C\C1CC2C=CC1C2)c1nc2ccccc2[nH]1 (stereo not given) | u | 42 | -9% | 10%
COc1cccc(/C(O)=C2/C(=O)C(=O)N(c3cc(C)on3)C2c2cccs2)c1 (stereo not given) | -15 | 56 | u | -4%
Cc1ccc(C(=O)OCC(=O)NCc2ccc3c(c2)OCO3)s1 | 0 | -9 | 3% | -16%
Cc1ccccc1-n1c(=O)c(C#N)cc2c(=O)n3ccccc3nc21 | -6 | -13 | -28% | -1%
CN1C(C)(C)CCCC1(C)C | 2[20.6 µM] | x | -5% | 3%
C=C(C)COc1ccc(-c2[nH]ncc2-c2ccc(OC)c(OC)c2)c(O)c1 | 3 | u | 19% | -20%
CCCC(C(=O)NC1CCCCC1)N(Cc1ccco1)C(=O)CNS(=O)(=O)c1ccccc1 (stereo not given) | 3 | 23 | -1% | 3%
COc1ccc(N=C2NC(=O)S/C2=C\c2ccc(N(C)C)cc2)cc1 | 3 | 4 | -17% | -2%
Cc1ccc(CN2CCN(/N=C/c3ccc(C(F)(F)F)cc3)CC2)cc1 | x | 96 | x | -1%
Cc1cccc(-c2nc3ccccc3c(=O)n2NC(=O)c2cccs2)c1 | 8 | -22 | x | 1%
Cc1ccc2cc(CN(C(=O)c3ccco3)c3ccccc3C)c(=O)[nH]c2c1 | 5 | 44 | -12% | -10%
COc1cc2c(cc1NC(=O)COC(=O)C1CC(=O)N(Cc3ccco3)C1)oc1ccccc12 (stereo not given) | 0 | 27 | 6% | -1%
CCOc1ccc(-c2nn[nH]n2)cc1OCC | -4 | 14 | x | 4%
O=C1CCC(C(=O)Nc2cccc(C(F)(F)F)c2)N1 (stereo not given) | -3 | u | 5% | 0%
CC(=O)Nc1ccc2c(c1)nc(CCN1CCN(C)CC1)n2C | 4 | 34 | 3% | -1%
COc1ccc(/C=C/C(=O)N(C)C2CCS(=O)(=O)C2)cc1OC (stereo not given) | 18 | -21 | x | -4%
CO[C@@H]1O[C@@H]2COC(c3ccccc3)O[C@@H]2[C@@H](OC)[C@@H]1O (stereo not given in full) | 2 | -3 | x | 12%
CC12CCC(C(=O)Nc3ccccc3N3CCOCC3)(CC1=O)C2(C)C (stereo not given) | 5 | -1 | 4% | -3%
CCn1c(=O)cc(SCC(=O)NCCN2CCN(Cc3ccccc3)CC2)c2ccccc21 | u | -29 | 32%[activator] | 0%
CS(=O)(=O)N1CCC[C@@]2(CCN(C(=O)Nc3cccc(F)c3)C2)C1 | x | x | -6% | 1%
CCC1Sc2ccccc2N(CC(=O)NCCC(C)C)C1=O (stereo not given) | 5 | 45 | 4% | 11%
O=C(O)c1cc(NCc2cccs2)ccc1N1CCOCC1 | 5 | 26 | 8% | 2%
CCNc1nc(NCC)nc(Oc2ccc(N)cc2)n1 | -3 | 11 | 4% | 5%
CCOC(=O)c1ccc(NC(=S)N2CCSC2c2c(F)cc(F)cc2F)cc1 (stereo not given) | x | u | x | -2%
COc1cc(C(=O)NCc2ccco2)c(Br)c(OC)c1OC | 5 | 93 | 10% | 10%
SMILES | IMPase cell inh | PNC inhibitor | ALOX15B inhib | 12-hLO inh
COc1ccccc1NC(=O)CSc1nnc(C2CCCCC2)n1C | 3 | -24 | 2% | 1%
O=C(c1ccncc1)N1CCC2(CCCN(c3ccc(-c4ccccc4)cc3)C2)CC1 | x | x | 17% | -4%
CC(=O)Nc1ccc(N2C(=O)c3cccc(NC(C)=O)c3C2=O)cc1 | x | -24 | x | 2%
O=C(/C=C/c1ccccc1)c1ccccn1 | 8 | 110 | -4% | -15%
N#Cc1cc2c(nc1SCc1cccnc1)CCCC2 | 10 | u | u | u
COCCN1CSC(=S)N(Cc2ccco2)C1 | 3 | -3 | u | -5%
NC(=O)CSc1nnc(Cc2csc(Nc3ccccc3)n2)n1Cc1ccccc1 | 2 | -29 | 5% | 1%
CC1=C(C2=C(C)C(C(C)C)C3=C(C(=O)C(O)C3O)C2O)C(O)C2=C(C(O)C(O)C2=O)C1C(C)C (stereo not given) | 8 | x | -5% | -5%
COc1ccc(C(=O)OCCN2CCOCC2)cc1 | 7 | -100* | x | -2%
O=C(NCc1ccco1)c1cccc(NS(=O)(=O)c2cccc(F)c2)c1 | x | u | x | -1%
CCc1ccccc1NC(=O)NC1CCCCC1 | 7 | u | 4% | 2%
CC(Oc1ccccc1)C(=O)NCc1cccnc1 (stereo not given) | -1 | 36 | -4% | -1%
CC1CN(C(c2ccco2)c2sc3ncnn3c2O)CC(C)O1 (stereo not given) | -1 | 7 | 4% | 4%
COc1ccc(C2CC(C(F)(F)F)n3ncc(C(=O)Nc4c(C)n(C)n(-c5ccccc5)c4=O)c3N2)cc1 (stereo not given) | 4 | -18 | x | -3%
Cc1cccc(C)c1NC(=O)c1ccc(-n2cncn2)nc1 | 13[1.84 µM] | -19 | 20%[11.4 µM] | 0%
CCn1cc(/C=N\NC(=O)Cc2ccc(Cl)cc2)cn1 | x | -99* | x | -4%

Some of these compounds in order of their number in ALOX15B inhib, descending.
SMILES | IMPase cell inh | PNC inhibitor | ALOX15B inhib | 12-hLO inh
O=C(c1ccncc1)N1CCC2(CCCN(c3ccc(-c4ccccc4)cc3)C2)CC1 | x | x | 17% | -4%
NC(=O)CSc1nnc(Cc2csc(Nc3ccccc3)n2)n1Cc1ccccc1 | 2 | -29 | 5% | 1%
CCc1ccccc1NC(=O)NC1CCCCC1 | 7 | u | 4% | 2%
CC1=C(C2=C(C)C(C(C)C)C3=C(C(=O)C(O)C3O)C2O)C(O)C2=C(C(O)C(O)C2=O)C1C(C)C (stereo not given) | 8 | x | -5% | -5%

Whole records as entered above:
Results for CC(Oc1ccccc1)C(=O)NCc1cccnc1 (stereo not given) = IMPase cell inh: -1; PNC inhibitor: 36; ALOX15B inhib: -4%; 12-hLO inh: -1%
Results for O=C(c1ccncc1)N1CCC2(CCCN(c3ccc(-c4ccccc4)cc3)C2)CC1 = IMPase cell inh: x; PNC inhibitor: x; ALOX15B inhib: 17%; 12-hLO inh: -4%

Compound activity (PubChem)
